# Screening results: PubChem, National Center for Advancing Translational Sciences (NCATS)
# RXFP1 agonist = qHTS Assay for Agonists of the Relaxin Receptor RXFP1. hit rate 0.3% among 370,000. Relaxin receptor 1 (Homo sapiens), Q9HBX9. HEK293T-RXFP1 cAMP TR-FRET, 30 min; response scale: percent of porcine relaxin response, buffer zero. Potency, µM (titrated, usually from 57.5 µM), for inactives: top-dose activation, actives largely listed as activators; also: potency is read from the fitted curve at half-maximal effect; % is scaled to controls: 0 for no effect and ±100 for the full control effect; nearly all actives have a fitted effect of over 60% in size; many of its hits are not listed in these tables
#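 HEK293T cells stably expressing RXFP1 were pretreated with the PDE4 inhibitor Ro 20174, exposed to compounds for 30 min at 37C, lysed, and cAMP was read by TR-FRET. Data normalized to buffer (basal) and 29 nM porcine relaxin (100%).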
# RXFP1 antagonist = qHTS Assay for Antagonists of the Relaxin Receptor RXFP1; Relaxin receptor 1 (Homo sapiens), Q9HBX9; HEK293-RXFP1, relaxin-stimulated cAMP HTRF, 30 min; stronger effect = lower value; activity change, negative = inhibition, % at 57.5 µM; hit rate 0.59% among 350,000;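 active = activity change of -60% or lower, but not beyond a set lower limit; inconclusive = change between -60% and -40%, or beyond the set limit; inactive = change above -40%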; also: % is scaled to controls: 0 for no effect and ±100 for the full control effect
# Apoferritin bind = qHTS Assay for Identification of Novel General Anesthetics. Ferritin light chain (Equus caballus), P02791. apoferritin/1-aminoanthracene competitive binding, fluorescence. Potency, µM (top dose mostly 77.5 µM), without a hit: at the top dose activity change, negative = displacement, hits mostly inhibitors. hit rate 0.074% among 350,000; also: potency is read from the fitted curve at half-maximal effect; % is scaled to controls: 0 for no effect and ±100 for the full control effect; nearly all actives have a fitted effect of over 20% in size
# Target sequence (P02791 2-175 limits assumed): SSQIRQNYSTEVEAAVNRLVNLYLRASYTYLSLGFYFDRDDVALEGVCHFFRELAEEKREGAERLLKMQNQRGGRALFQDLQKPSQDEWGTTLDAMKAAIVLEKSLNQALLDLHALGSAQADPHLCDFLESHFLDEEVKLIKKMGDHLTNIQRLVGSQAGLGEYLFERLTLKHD
#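 In PBS, apoferritin at 10 uM is loaded with 1-AMA from a 50% saturated solution. After 10 min of compound exposure at ambient temperature, reduced 535 nm fluorescence indicates probe displacement.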
# TRHR PAM = qHTS for Small Molecule Agonists and Allosteric Enhancers of Human TRH Receptor: Primary Screen for Enhancers | Thyrotropin-releasing hormone receptor (Homo sapiens), P34981 | enhancement, % at 2 µM | TRHR cells, fluo-8 calcium fluorescence, EC20 TRH enhancement | hit rate 0.66% among 360,000 | AID 493056, 2011; in the data active = enhancement above about 30%; also: 0% is about no effect
# Target sequence (P34981 whole entry, looked up): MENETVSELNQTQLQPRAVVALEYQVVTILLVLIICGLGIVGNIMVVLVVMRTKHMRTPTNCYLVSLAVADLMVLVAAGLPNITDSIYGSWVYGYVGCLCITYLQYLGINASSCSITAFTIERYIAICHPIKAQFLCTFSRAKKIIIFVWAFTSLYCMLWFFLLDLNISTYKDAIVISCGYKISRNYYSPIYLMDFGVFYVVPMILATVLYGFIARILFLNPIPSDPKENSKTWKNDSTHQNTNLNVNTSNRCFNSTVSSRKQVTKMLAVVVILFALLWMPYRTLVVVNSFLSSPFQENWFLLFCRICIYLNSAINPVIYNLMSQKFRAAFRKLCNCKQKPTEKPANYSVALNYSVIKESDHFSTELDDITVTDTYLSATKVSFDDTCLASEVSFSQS
#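 Enhancer read-out: after compound pinning and an initial kinetic agonist-mode read, an EC20 of TRH (10 nM final) was injected and fluo-8 calcium signal (Ex 480/Em 530) followed at 1 s/cycle for 100 cycles in TRHR-expressing cells.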
# D1 agonist = Allosteric Agonists of the Human D1 Dopamine Receptor: qHTS; HEK293 T-REx D1 cells, calcium flux, agonist mode; activation, % at 2 µM; hit rate 1% among 360,000; in the data active = activation above about 30%; also: 0% is about no effect
#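 Agonism was scored from calcium flux recorded over 180 s (1 read/s) after pintool compound addition, following a 10-cycle baseline. Cells were inducible force-coupled HEK293 TREx D1, plated overnight at 30 C and loaded with no-wash calcium dye.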
# TRHR ag = qHTS for Small Molecule Agonists and Allosteric Enhancers of Human TRH Receptor: Primary Screen for Agonists | TRHR cells, calcium flux fluo-8, FDSS agonist mode | Thyrotropin-releasing hormone receptor (Homo sapiens), P34981 | AID 493084, 2011 | hit rate 0.18% among 360,000 | activation, % at 2 µM; in the data active = activation above about 30%; also: 0% is about no effect
#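 Read-out: compound-evoked intracellular calcium rise in TRHR cells, fluo-8 dye, kinetic FDSS fluorescence at 1 s/cycle following a 10-cycle baseline. Cells cultured overnight before dye loading (30 min–1.5 h, RT).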
# D2 PAM = HTS Assay for Positive Allosteric Modulators of the Human D2 Dopamine Receptor: Primary Screen for Potentiators; D(2) dopamine receptor (Homo sapiens), P14416; HEK293 T-REx D2, calcium flux, EC20 dopamine potentiation; potentiation, % at 10 µM; hit rate 0.34% among 340,000; AID 485347, 2010;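 active = potentiation over 3 SD above the plate norm, cut at about 30% in these data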; also: 0% is about no effect
# Target sequence (P14416 whole entry, looked up): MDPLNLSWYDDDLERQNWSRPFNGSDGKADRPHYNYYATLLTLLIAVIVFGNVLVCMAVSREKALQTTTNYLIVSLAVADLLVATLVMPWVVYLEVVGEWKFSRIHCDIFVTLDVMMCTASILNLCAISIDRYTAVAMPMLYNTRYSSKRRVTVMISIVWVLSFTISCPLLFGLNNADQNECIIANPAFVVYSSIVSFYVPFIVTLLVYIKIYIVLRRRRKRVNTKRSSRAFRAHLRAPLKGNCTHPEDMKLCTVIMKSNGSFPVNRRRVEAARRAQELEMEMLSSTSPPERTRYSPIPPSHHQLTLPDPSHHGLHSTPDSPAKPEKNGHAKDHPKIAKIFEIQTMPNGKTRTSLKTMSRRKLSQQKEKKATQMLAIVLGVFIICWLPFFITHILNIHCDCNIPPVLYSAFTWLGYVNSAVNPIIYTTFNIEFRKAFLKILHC
#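 Primary screen. Calcium kinetics in induced HEK293 T-REx D2 cells: compound pre-addition 180 s, EC20 dopamine, 180 s more.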
# D1 antagonist = Antagonist of Human D 1 Dopamine Receptor: qHTS; D(1A) dopamine receptor (Homo sapiens), P21728; HEK293 TREx D1 cells, calcium flux, dopamine EC80; stronger effect = lower value; activity change, negative = inhibition, % at 10 µM; hit rate 3.2% among 360,000; AID 504652, 2011; in the data active = activity change below about -30%; also: % is scaled to controls: 0 for no effect and ±100 for the full control effect
#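 Kinetic fluorescence of a calcium dye serves as the read-out. D1-expressing Hek293 Trex cells, induced overnight at 30 C, are exposed to compound for 180 s before an EC80 dopamine addition, then read 180 s further.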
# D1 PAM = Potentiators of Human D1 Dopamine Receptor: qHTS; hit rate 0.036% among 360,000; potentiation, % at 10 µM; D(1A) dopamine receptor (Homo sapiens), P21728; HEK293 TREx D1 cells, calcium flux, dopamine EC20 potentiation; in the data active = potentiation above about 30%; also: 0% is about no effect
# * = called active by the depositor; ? = inconclusive; . = no result given; [ ] = dose if it differs, or a comment. Unless noted, calls follow the shape of the dose curve; as a rule, active = well fitted curve in the direction sought with a large enough effect; inconclusive = small, poorly fitted or top-dose-only effect, or another doubt; inactive = no such curve, though single readings can be large; an effect the other way counts as inactive or inconclusive. The list is partial (hit frequency here may not be typical).
SMILES,RXFP1 agonist,RXFP1 antagonist,Apoferritin bind,TRHR PAM,D1 agonist,TRHR ag,D2 PAM,D1 antagonist,D1 PAM
COc1ccc(C2=NC(=O)/C(=C\c3cc(OC)c(OC)c(OC)c3)O2)cc1,0.4%,.,9%,-4,3,1.9,7,0,6
O=C(O)CNC(=S)N(Cc1ccccc1)Cc1ccccc1F,-0.9%,-4,0%,-15,1,-0.6,3,-8,0
CCCCc1nnc(NC(=O)CSc2nc(=O)cc(N)n2-c2ccccc2)s1,0.2%,-3,4%,-3,2,-0.9,.,3,-3
CCOC(=O)C1(CCOc2ccccc2)CCN(Cc2cccc3nonc23)CC1,3.2%,-11,?,-10,9,0.9,-16,-5,5
Cc1cc(=O)n2cc(-c3ccccc3)nc2[nH]1,3.2%,-9,-1%,2,1,0.2,2,-11,-5
CCCOc1ccccc1OCC(=O)N1CCN(S(=O)(=O)c2ccc(Cl)cc2)CC1,-0.1%,-2,.,-6,2,-0.4,8,6,-4
Cn1cc(S(=O)(=O)c2cccc(Cl)c2)c(=O)c2cc(F)c(N3CCN(c4ccc(F)cc4)CC3)cc21,4.7%,1,-9%,3,1,0.5,4,1,-1
CCOc1ccccc1C(=O)NCC(=O)NCC(C)(C)N1CCOCC1,1.0%,-1,.,-4,2,0.0,5,2,-1
N#CCCn1c(Cl)nc2ccccc21,2.6%,0,-3%,-1,4,0.3,-9,-3,3
CC(C)CCc1noc(CN(C)CCC2CCOCC2)n1,0.9%,8,-2%,7,2,0.6,.,-21,11
Cc1ccc(CCNS(=O)(=O)c2ccc(C)cc2)cc1,0.7%,-6,?,-2,3,-1.1,10,-3,0
CN1CCC(N(CCc2ccccc2)C(=O)CCC(=O)O)CC1,-0.8%,-14,-2%,2,3,0.7,-8,-32*,5
Cn1cnnc1Sc1nc2ccccc2nc1NS(=O)(=O)c1ccccc1,9.0%,9,-12%,11,3,0.5,4,0,-2
O=C(Nc1ccccc1N1CCCCC1)c1ncoc1-c1cccc(F)c1,0.0%,0,-6%,-3,1,-0.5,.,15,-2
O=C(CCl)Nc1cc(-c2ccccc2)nn1-c1ccccc1,-1.1%,5,-13%,1,3,3.6,-1,-3,-2

# In a second layout: results already given
# The line under a structure holds: RXFP1 agonist	RXFP1 antagonist	Apoferritin bind	TRHR PAM	D1 agonist	TRHR ag	D2 PAM	D1 antagonist	D1 PAM
COc1ccc(C2=NC(=O)/C(=C\c3cc(OC)c(OC)c(OC)c3)O2)cc1
 : 0.4%	.	9%	-4	3	1.9	7	0	6
O=C(O)CNC(=S)N(Cc1ccccc1)Cc1ccccc1F
 : -0.9%	-4	0%	-15	1	-0.6	3	-8	0
CCCCc1nnc(NC(=O)CSc2nc(=O)cc(N)n2-c2ccccc2)s1
 : 0.2%	-3	4%	-3	2	-0.9	.	3	-3
CCOC(=O)C1(CCOc2ccccc2)CCN(Cc2cccc3nonc23)CC1
 : 3.2%	-11	?	-10	9	0.9	-16	-5	5
Cc1cc(=O)n2cc(-c3ccccc3)nc2[nH]1
 : 3.2%	-9	-1%	2	1	0.2	2	-11	-5
CCCOc1ccccc1OCC(=O)N1CCN(S(=O)(=O)c2ccc(Cl)cc2)CC1
 : -0.1%	-2	.	-6	2	-0.4	8	6	-4
Cn1cc(S(=O)(=O)c2cccc(Cl)c2)c(=O)c2cc(F)c(N3CCN(c4ccc(F)cc4)CC3)cc21
 : 4.7%	1	-9%	3	1	0.5	4	1	-1
CCOc1ccccc1C(=O)NCC(=O)NCC(C)(C)N1CCOCC1
 : 1.0%	-1	.	-4	2	0.0	5	2	-1
N#CCCn1c(Cl)nc2ccccc21
 : 2.6%	0	-3%	-1	4	0.3	-9	-3	3
CC(C)CCc1noc(CN(C)CCC2CCOCC2)n1
 : 0.9%	8	-2%	7	2	0.6	.	-21	11

# (more compounds)
SMILES,RXFP1 agonist,RXFP1 antagonist,Apoferritin bind,TRHR PAM,D1 agonist,TRHR ag,D2 PAM,D1 antagonist,D1 PAM
CC(C)c1ccccc1OCC(=O)N1CCCCCCC1,-3.5%,-4,?,0,-4,-0.2,11,10,-6
CC(C)(C)NC(=O)C(=O)N/N=C/c1ccc(Br)cc1,4.4%,.,-10%,-15,2,-0.7,-3,4,-1
COc1ccc(OC)c(N(CC(=O)NCCSc2ccccc2)S(C)(=O)=O)c1,0.7%,2,-18%,6,0,-0.2,27,-4,1
COc1ccc(-n2nc3ccc(N)cc3n2)cc1Cl,17%,-5,221%[activator],-3,0,-0.3,-3,-26,-21
Oc1ccc2ccccc2c1/C=N/n1cnnc1,-0.2%,4,7%,8,-3,0.2,4,4,-10
O=C(C[n+]1ccc2ccccc2c1)Nc1cc(C(F)(F)F)ccc1Cl,-0.1%,-7,-13%,12,2,0.8,-21,3,-7
Cc1ccc(CNc2c(C)c(C)nc3nncn23)cc1,5.6%,3,-2%,7,6,1.0,7,-45*,2
CCOC(=O)N1CCC(NC(=O)c2ccc3c(c2)N(Cc2ccc(Cl)cc2)C(=O)c2ccccc2S3(=O)=O)CC1,-1.4%,.,-6%,8,12,0.9,-1,-5,-4
O=c1c(-c2cc(-c3ccc(F)cc3)nc3c2COc2ccc(Cl)cc2-3)coc2ccc(F)cc12,0.5%,10,-6%,0,-1,0.7,5,-7,-3
CCOC(=O)C1(Cc2ccc(Cl)cc2)CCN(C(=O)CCc2cnccn2)CC1,-2.2%,-26,-10%,0,1,0.6,-1,7,7
CCN1CCN(C(=O)CN(CC)S(=O)(=O)c2ccc(F)cc2)CC1,2.2%,-3,-6%,0,0,0.1,.,6,1
CCOC(=O)CC(NS(=O)(=O)c1ccc2[nH]c(=O)sc2c1)c1ccc(C)cc1 (stereo not given),2.3%,7,2%,-1,2,0.1,6,-4,2
CCc1nnc(NC(=O)CCN2C(=O)c3ccccc3S2(=O)=O)s1,0.2%,-1,-19%,10,2,0.2,-7,6,0
CCc1c(C)sc(NC(=S)N2CCN(S(C)(=O)=O)CC2)c1C(=O)OC,16%,2,-2%,0,3,-0.5,8,3,4
OC(COc1c(F)cc(Br)cc1F)CN1CCc2ccccc2C1 (stereo not given),-0.7%,-19,-6%,20,-1,0.4,-33,54,-1
Cc1ccc([N+](=O)[O-])cc1S(=O)(=O)Nc1ccc(OCC(=O)N2CCOCC2)cc1,0.4%,-19,-8%,6,3,0.8,-3,-7,-6
CCCCn1c(N)c(N(CC(C)C)C(=O)C2CC(=O)N(c3ccc(CC)cc3)C2)c(=O)[nH]c1=O (stereo not given),-0.6%,4,.,-2,1,0.4,-9,0,-5
COc1ccc(-c2noc(CCC(=O)N(C)c3ccccc3C)n2)cc1,0.2%,.,5%,7,11,-0.1,3,-13,0
COc1ccc(-c2csc(-c3ccccc3)n2)c(OC)c1,2.5%,10,-4%,-3,2,-0.3,4,-4,4
NC(=O)Cc1c[nH]c2cccc(O)c12,-0.3%,-10,-9%,8,3,-0.3,11,-5,-1
COc1ccc(CCN(C)C(=O)C23CC4CC(CC(Cl)(C4)C2)C3)cc1OC,-1.9%,-13,-15%,-2,0,-1.2,0,-5,-2
c1ccc(-n2nnnc2Cc2nnnn2-c2ccccc2)cc1,3.3%,1,-6%,-5,3,0.7,-3,3,1
CCC1(CC)Cc2ccccc2C(=C(C#N)C#N)N1,-0.5%,7,6%,1,1,-0.7,-4,-3,3
Cc1cc2n(n1)C(c1sccc1C)Nc1c(C)cccc1-2 (stereo not given),0.2%,9,?,18,2,-1.6,.,1,0
COC(=O)c1sccc1NC(=O)CCC1CCCC1,2.1%,9,-16%,2,1,-0.1,2,1,0
Cc1nnc2c3ccccc3nc(Nc3ccc(F)cc3Cl)n12,?,-7,9%,5,2,0.9,4,-1,2
COC(=O)c1ccc(CNC(=O)c2coc3ccccc3c2=O)cc1,10.0%,0,-2%,1,3,0.3,-1,15,-1
CCCn1nnnc1NC(=O)c1cc(Br)ccc1OC,-0.1%,-1,-7%,30*,0,-0.4,-9,3,-3
Cc1[nH]cnc1C(=O)N/N=C/c1c(Cl)cccc1Cl,-0.3%,-15,-8%,-13,0,0.5,-10,5,14
CSc1ccc(S(=O)(=O)N(C)Cc2ccccc2)cc1,-1.2%,4,3%,-6,-2,-0.8,4,.,-5
Cc1ccc(C)c(N(CC(=O)NC2CCCC2)C(=O)c2csnn2)c1,-1.3%,-3,-14%,-6,5,1.5,-3,-6,.
OC(CNCc1ccccc1)c1ccccc1 (stereo not given),0.3%,4,1%,9,3,-0.4,-12,6,-2
Cc1cccc(C2c3[nH]c4ccccc4c3CCN2Cc2cccn2-c2ncccn2)c1 (stereo not given),1.3%,-16,-10%,-5,0,0.5,-4,1,0
CC1(C)CC(=O)C2=C(C1)N(CCN1CCOCC1)C1=C(C(=O)CC(C)(C)C1)C2c1ccc(Cl)cc1,6.9%,4,0%,-7,-1,-1.0,7,10,-3
CC(CN1CCCC1)OC(=O)c1cccc(F)c1 (stereo not given),1.9%,-2,-2%,-2,2,0.6,-10,4,0
N#Cc1nc(-c2ccccc2)oc1N1CCCCC1,4.7%,0,-15%,0,1,0.4,6,1,-5
CCc1ccc(S(=O)(=O)NC(CC(=O)O)c2ccccc2)cc1 (stereo not given),-0.3%,18,-5%,10,0,-1.2,4,1,0
